Screening data: PubChem, Sanford-Burnham Center for Chemical Genomics
SENP1 inh = inhibitors of human SENP1 SUMO protease catalytic domain; recombinant SENP1 catalytic domain, CyPet-SUMO1-YPet FRET cleavage; inhibition, % at 10 µM; 360,000 compounds, 0.21% hits; AID 624204;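 active = inhibition at least 30% at 10 µM, raw YFP signal under a set limit, fluorescence ratio 0.5 to 1.5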;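 also: 0% = enzyme with DMSO and 100% = no enzyme wells; some results filed as inactive read as strong as hits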
Target sequence (Q9P0U3 419-644 limits assumed): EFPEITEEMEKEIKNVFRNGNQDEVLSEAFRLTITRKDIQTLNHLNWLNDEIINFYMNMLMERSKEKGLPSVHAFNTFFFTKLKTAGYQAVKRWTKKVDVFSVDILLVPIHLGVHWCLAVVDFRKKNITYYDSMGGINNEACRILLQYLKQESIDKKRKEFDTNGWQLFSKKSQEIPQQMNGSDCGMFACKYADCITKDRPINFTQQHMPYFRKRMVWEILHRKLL
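Test system: human SENP1 catalytic domain; medium: Tris pH 8 buffer plus EDTA, NaCl, BME, BSA, NP40, catalase; incubation: 50 min reaction at room temperature; technique: FRET, CFP and YFP emission; controls: no-enzyme low control and enzyme-plus-DMSO high control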
Apaf-1 inh = human Apaf-1 inhibition; O14727; reconstituted apoptosome caspase-3 activity, DEVD-Rh110 fluorescence; inhibition, % at 20 µM; 330,000 compounds, 0.71% hits; active = inhibition of at least 40% at 20 µM;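 also: plate controls were DMSO wells for no effect and DEVD-CHO caspase inhibitor wells for full effect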
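Assay system: Apoptosome proteins | Medium: pH 7.5 Hepes buffer with CHAPS, BSA, DTT | Also added: Cytochrome c and DEVD-Rh110 substrate | Times: 30 min plus 50 min, RT | Detection: Rhodamine 110 fluorescence at Ex 480/Em 540 nm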
SENP6 block = inhibitors of human SENP6 protease; Recombinant SENP6 catalytic domain, aminoluciferin luminescence; inhibition, % at 10 µM; 330,000 compounds, 1.8% hits; Q9GZR1;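 active = inhibition above about 50% at the single tested dose, limit read from the data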;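 also: plate controls were DMSO wells with enzyme for no effect and DMSO wells lacking enzyme for full effect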
SENP8 block-1 = blocks human SENP8 cleavage of Nedd8 substrate; Q96LD8; recombinant SENP8, Nedd8 substrate fluorescence; inhibition, % at 20 µM; 360,000 compounds, 0.64% hits; AID 602440; in the data active = inhibition mostly above about 40%, no sharp cut-off; inactive = mostly below about 27%
Target sequence (Q96LD8 whole entry, looked up): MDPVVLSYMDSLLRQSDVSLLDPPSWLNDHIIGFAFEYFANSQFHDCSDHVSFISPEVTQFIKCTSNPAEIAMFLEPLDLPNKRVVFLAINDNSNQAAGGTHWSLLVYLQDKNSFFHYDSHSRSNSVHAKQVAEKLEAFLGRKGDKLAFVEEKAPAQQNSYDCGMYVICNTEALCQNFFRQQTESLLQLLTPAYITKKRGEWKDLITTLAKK
SENP8 block-2 = SENP8 protease inhibition; 330,000 compounds, 1.2% hits; AID 2540; purified SENP8, Z-RLRGG-aminoluciferin cleavage, luminescence; inhibition, % at 10 µM; Q96LD8; in the data active = inhibition above about 50%
SENP7 inh = blocks the human protease SENP7; inhibition, % at 5 µM; Q9BQF6; AID 434973; 330,000 compounds, 1.5% hits; recombinant SENP7, Z-RLRGG-aminoluciferin luminescence, 40 min;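 active = inhibition above about 50% at the single test dose, limit read from the data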;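 also: plate controls were DMSO with enzyme for no effect and no enzyme buffer wells for full effect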
Target sequence (Q9BQF6 706-1050 limits assumed): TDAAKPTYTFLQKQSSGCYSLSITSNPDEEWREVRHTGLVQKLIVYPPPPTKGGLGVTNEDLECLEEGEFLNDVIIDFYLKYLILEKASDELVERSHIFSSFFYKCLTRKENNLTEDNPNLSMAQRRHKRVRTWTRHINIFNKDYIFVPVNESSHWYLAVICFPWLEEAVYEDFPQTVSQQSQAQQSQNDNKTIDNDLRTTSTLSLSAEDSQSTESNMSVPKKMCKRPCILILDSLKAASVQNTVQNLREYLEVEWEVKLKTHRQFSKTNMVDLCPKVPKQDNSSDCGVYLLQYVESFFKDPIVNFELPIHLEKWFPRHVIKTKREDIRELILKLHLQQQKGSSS
A3G deaminase = inhibitors of human APOBEC3G DNA deaminase; 330,000 compounds, 0.28% hits; inhibition, % at 20 µM; recombinant A3G, ssDNA deamination FAM/TAMRA fluorescence;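 active = inhibition of at least 40% at 20 µM, with no more than 30% in the related APOBEC3A deaminase screen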;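 also: plate controls were DMSO wells with A3G for no effect and wells lacking A3G enzyme for full effect; some compounds called inactive have numbers as strong as hits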
UBC13 polyUb = blocks human UBC13 polyubiquitin chain formation. P61088. TR-FRET. inhibition, % at 20 µM. 330,000 compounds, 0.47% hits. AID 485273; in the data active = inhibition above about 45%, passing the limit was not always enough
Target sequence (P61088 whole entry, looked up): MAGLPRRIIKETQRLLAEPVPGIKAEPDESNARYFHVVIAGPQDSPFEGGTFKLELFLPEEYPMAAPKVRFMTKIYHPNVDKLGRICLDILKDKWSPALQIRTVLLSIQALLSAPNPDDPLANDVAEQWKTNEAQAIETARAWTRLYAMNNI
An asterisk follows results filed as active; / = not tested or not shown.

SMILES	SENP1 inh	Apaf-1 inh	SENP6 block	SENP8 block-1	SENP8 block-2	SENP7 inh	A3G deaminase	UBC13 polyUb
COc1ccc(C(NC=O)c2cc(OC)c(OC)cc2Br)cc1OC (stereo not drawn)	1	-6	-15	18	-4	-8	-10	-10
O=C(NCC1CCCO1)c1ccc(S(=O)(=O)Nc2ccccc2F)cc1 (stereo not drawn)	1	-8	-15	8	-3	-5	-8	1
C=CCOC(=O)C1=C(C)Nc2nnnn2C1c1cccs1 (stereo not drawn)	0	1	-14	-1	-6	10	2	4
O=C1COc2ccc(C(=O)COC(=O)/C=C/c3ccco3)cc2N1	1	8	-3	1	-14	-11	9	-24
COc1ccccc1CNC(=O)[C@H](C)NC(=O)[C@@H]1Cc2ccccc2CN1	-1	-9	-1	11	5	-2	0	7
CC(C)(C)NC(=O)N1CCC(CO)(Cc2ccccc2Cl)CC1	0	-5	-4	4	-4	-9	-2	21
O=C(O)CCNc1nc(-c2ccccc2)c2cc(Br)ccc2n1	-24	5	-3	-295	0	5	-8	9
CSC1=N/C(=C\c2ccc(C)o2)C(=O)S1	-27	8	6	40	-20	6	-3	4
COc1ccc(NC(=O)CNC(=O)Cc2cccc3ccccc23)cc1	1	-5	2	10	0	1	-2	5
Cc1cc(N2CCCC2)c(C)cc1C=O	-2	12	-4	-2	0	6	3	-2
CCN(CC)C(=O)Cn1cnc2sc(C(=O)NCCCN3CCOCC3)c(C)c2c1=O	0	1	-4	7	1	2	-5	5
COc1ccc(CN2CCN(C(=O)Cn3ncn4cccc4c3=O)CC2)c(OC)c1OC	2	-1	-9	3	-13	-7	-6	-1
O=C(Nc1ccccc1)Nc1ccc2c(c1)CCC2	0	18	84*	4	62*	80*	-2	1
Cn1nc(C(=O)Nc2c(-c3ccccc3)nc3sccn23)c2ccccc2c1=O	-3	10	2	27	2	9	-3	1
O=C(NNC(=O)C1CCC1)c1ccccc1F	1	-1	-2	18	-11	10	-8	-6
CC1c2nc3ccccc3n2C(CC(=O)NCCCN2CCOCC2)C(=O)N1Cc1ccccc1 (stereo not drawn)	1	-13	-9	6	-5	-1	-10	-3
COc1ccc(CNC(=S)NCc2ccc(Cl)cc2)cc1OC	1	-2	-7	8	-4	-8	-6	4
CC1=CC(C)(C)NC(=S)N1c1ccc(C)cc1	0	-7	-3	0	5	0	-11	-10
CCc1nnc(NC(=O)c2ccc(-c3ccc([N+](=O)[O-])cc3Cl)o2)s1	2	6	-16	-86	4	-5	15	-23
CN(C)S(=O)(=O)c1ccc(C(=O)NCCSc2ccccc2)cc1	0	-7	-21	19	2	-1	-7	11

Three of the entries above in order of their number in A3G deaminase, ascending:
compound | SENP1 inh | SENP6 block | SENP7 inh | A3G deaminase | UBC13 polyUb
CC1c2nc3ccccc3n2C(CC(=O)NCCCN2CCOCC2)C(=O)N1Cc1ccccc1 (stereo not drawn) | 1 | -9 | -1 | -10 | -3
O=C(NNC(=O)C1CCC1)c1ccccc1F | 1 | -2 | 10 | -8 | -6
COc1ccc(CN2CCN(C(=O)Cn3ncn4cccc4c3=O)CC2)c(OC)c1OC | 2 | -9 | -7 | -6 | -1

New compounds follow:
SMILES	SENP1 inh	Apaf-1 inh	SENP6 block	SENP8 block-1	SENP8 block-2	SENP7 inh	A3G deaminase	UBC13 polyUb
O=C1C=C(/C=C/c2ccccc2)C[C@@H](c2ccc(F)cc2)C1	-3	23	1	-11	-5	5	-8	-2
COc1cccc2sc(=NC(=O)CS(=O)(=O)c3ccc(Cl)cc3)n(C)c12	-1	20	-11	-286	0	18	-2	22
CC(=O)Nc1nc2ccccc2n1Cc1ccccc1C	1	8	-10	26	-4	-2	-5	7
CCC1CCCCN1CCCNC(=O)CN1C(=O)COc2ccc(S(=O)(=O)N3CCOCC3)cc21 (stereo not drawn)	-1	-4	4	6	12	0	-4	0
COC(=O)c1ccc(NC(=O)CSc2nccn2CCc2ccccc2)cc1	0	9	-20	15	-12	-6	-3	-2
O=C(NCc1ccc(F)cc1)c1c2c(nc3ccccc13)CCC2	-15	9	-4	-344	10	4	12	-10
O=C(NC1CCCCC1)C(c1ccccc1)N1CCC2(CC1)OCCO2 (stereo not drawn)	1	-7	-9	26	1	9	-5	-4
CCOC(=O)C1Nc2ccc(OC(F)(F)F)cc2C2C=CCC12 (stereo not drawn)	5	6	-3	19	1	-2	-9	10
Cc1ccc(SCc2ccc(C(=O)Nc3cc([N+](=O)[O-])ccc3C)cc2)cc1	2	1	4	8	-4	-14	-8	-2
CCOC(=O)CN(C)Cc1c[nH]c2ccccc12	/	-6	3	/	-8	-8	-10	-7
COc1ccc(NC(=O)c2ccc3c(c2)n(C)c(=O)n3C)cc1	4	-2	1	18	4	4	-6	-5
Cc1nonc1NC(=O)c1oc2ccc(F)cc2c1C	2	-16	-19	2	3	1	-1	-2
COc1ccc(CCNC(=O)C2CCCN2C(=O)Nc2cccc(OC)c2)cc1 (stereo not drawn)	1	-3	-6	8	-8	13	0	-4
COc1ccc(NC(=O)C2CCN(c3cnccn3)CC2)cc1OC	1	-15	-9	-257	-1	3	0	0
O=C(c1ccccc1Cl)N(Cc1ccccc1F)N1C(=O)CCCC1=O	-1	-6	5	2	-1	-2	-9	-5
COc1cc(C)nc(N2CCCC(C(=O)NCC(C)C)C2)n1 (stereo not drawn)	-1	-12	-10	22	-6	-16	-10	4
COc1ccc(C2N(c3ccc(Cl)cc3)C(=O)C3CCCN32)cc1 (stereo not drawn)	-2	-4	-4	4	7	0	0	-1
CC(C)(C)C(=O)Nc1ccc(C(=O)N/N=C/c2ccccc2OC(=O)c2ccc(Cl)cc2)cc1	1	5	-6	2	2	8	-7	-13
O=C(Nc1ccccc1-c1ccccc1)C12CC3CC(CC(C3)C1)C2	2	28	-19	39	-10	-7	-2	-10
O=C(COC(=O)c1nc(Cl)ccc1Cl)NNC(=O)c1cccs1	1	-2	-9	-4	-6	-7	-4	1
O=C(O)c1cc(Nc2nc(N3CCOCC3)nc(N3CCOCC3)n2)ccc1Cl	-1	-8	6	26	0	-3	-5	3
CCN(C(=S)Nc1ccc(Oc2ccccc2)cc1)c1ccccc1	1	-1	-25	7	-2	0	-9	-5
NC(=O)c1ccc(NCC2COc3ccccc3O2)c([N+](=O)[O-])c1 (stereo not drawn)	-2	-2	5	10	8	0	-5	4
COc1ccc(NC(=O)c2ccccc2NC(=O)C2CC=CCC2C(=O)O)cc1 (stereo not drawn)	3	5	-2	-32	3	3	3	-5
Cc1ccc(C2CC(=O)c3cnc(N4CCc5ccccc5C4)nc3C2)cc1 (stereo not drawn)	-8	17	8	-41	7	7	-5	1
CCc1c(C)c2ccc(OC(C)C(=O)NC(Cc3c[nH]c4ccc(O)cc34)C(=O)O)c(C)c2oc1=O (stereo not drawn)	-7	-4	-4	-211	-3	3	-3	-7
CCN1CCC(Nc2ccnc3cc(Cl)ccc23)CC1	4	1	-45	-4	-10	-13	-6	4
CSc1ccc(CN2CCN(C(=O)c3ccncc3)CC2)cc1	1	1	-10	6	-9	-26	-5	-5
COc1ccc(Oc2c(C)oc3cc(OC(=O)N4CCOCC4)ccc3c2=O)cc1	0	-4	-18	9	-16	1	-2	-6
CSc1ccc(C2=CC(=O)C[C@H](c3ccc(Cl)cc3)C2)cc1	-12	17	1	-492	-5	5	-12	19

Compound profiles, as listed above. Order of values: SENP1 inh	Apaf-1 inh	SENP6 block	SENP8 block-1	SENP8 block-2	SENP7 inh	A3G deaminase	UBC13 polyUb
`COc1ccc(Oc2c(C)oc3cc(OC(=O)N4CCOCC4)ccc3c2=O)cc1` across the screens: 0	-4	-18	9	-16	1	-2	-6
`CCN(C(=S)Nc1ccc(Oc2ccccc2)cc1)c1ccccc1` across the screens: 1	-1	-25	7	-2	0	-9	-5
`CCc1c(C)c2ccc(OC(C)C(=O)NC(Cc3c[nH]c4ccc(O)cc34)C(=O)O)c(C)c2oc1=O` (stereo not drawn) across the screens: -7	-4	-4	-211	-3	3	-3	-7
`CSc1ccc(C2=CC(=O)C[C@H](c3ccc(Cl)cc3)C2)cc1` across the screens: -12	17	1	-492	-5	5	-12	19
`NC(=O)c1ccc(NCC2COc3ccccc3O2)c([N+](=O)[O-])c1` (stereo not drawn) across the screens: -2	-2	5	10	8	0	-5	4

(list continues)
SMILES	SENP1 inh	Apaf-1 inh	SENP6 block	SENP8 block-1	SENP8 block-2	SENP7 inh	A3G deaminase	UBC13 polyUb
Cc1ccc(C)n1-c1ccc(N(C)C)cc1	7	12	4	12	0	-3	-5	-5
Cc1cc(C)cc(OCC(=O)NCCN2CCOCC2)c1	1	-10	-23	20	-1	9	1	0
CCN(CC)S(=O)(=O)c1cc(NS(=O)(=O)c2cccc(Cl)c2)ccc1C	1	3	0	9	1	10	2	-6
O=C1CN(c2ccc(Br)cc2)C(=O)N1CC(=O)N1CCCc2ccccc21	0	3	-7	14	-6	-8	0	-8
CCOC1=C/C(=C/c2c(N)n3nc(-c4ccccc4)sc3nc2=O)C=CC1=O	-26	14	10	-93	7	3	-3	-14
COc1ccc(NS(=O)(=O)c2cc(NC(=O)CC(=O)c3ccc([N+](=O)[O-])cc3)ccc2C)cc1	4	-3	-2	6	2	4	-6	-14
COc1cccc(CC(NC(C)=O)C(=O)NC2CCN(C(=O)NCc3ccccc3)CC2)c1 (stereo not drawn)	1	-1	3	9	3	0	-3	3
CN(C)S(=O)(=O)n1cnc(C(CCO)c2ncn(S(=O)(=O)N(C)C)c2CCCO)c1 (stereo not drawn)	0	0	2	19	12	2	-7	0
COc1cc(NS(=O)(=O)c2ccc(C)cc2)ccc1-n1cnnn1	1	-11	1	8	-4	5	-9	8
CCCn1nnc(NC(=O)C(C)C)n1	0	-18	-10	8	13	-3	-7	-2
Cc1cc(=O)[nH]c(N/N=C/CCc2ccccc2)n1	2	0	-4	26	2	3	-6	6
O=C1NC2(C=Cc3c(ccc4ccccc34)O2)Oc2ccccc21 (stereo not drawn)	3	13	-38	-310	-14	1	-6	19
O=C(Nc1nc(-c2ccccn2)cs1)c1ccc(-c2ccccc2F)o1	-25	16	-13	-463	0	9	9	-41
Cc1cccc(CN2CCC(n3nccc3NC(=O)CCCc3ccccc3)CC2)n1	-3	5	6	13	2	2	2	4
O=c1c2c3c(sc2n2c(=S)[nH]nc2n1-c1ccccc1)CCC3	7	-11	6	5	-5	6	53*	4
Cc1ccc(S(=O)(=O)N2CCCC(C(=O)NCc3ccccn3)C2)cc1 (stereo not drawn)	1	0	11	9	1	-8	-5	3
Cn1c(N)c(C(=O)COC(=O)CCc2nc3ccccc3s2)c(=O)n(C)c1=O	-1	7	-1	-1	-5	10	-4	-1
CC(=O)Nc1ccc(NC(=O)CSc2ccc(-c3ccc(-n4ccnc4)cc3)nn2)cc1	-4	23	-3	1	-2	1	12	10
S=C(Nc1ccc(Cl)cc1)NC1CCN(Cc2ccccc2)CC1	1	4	3	14	-1	-2	-1	27
O=C(Nc1cccc(Cl)c1)Nc1nnc(-c2ccncc2)s1	-170	18	-29	-368	-6	3	-10	-16
CC(C)Cc1cc(C(=O)N2CCN(c3ccc(F)cc3)CC2)no1	1	10	7	20	8	-6	3	8
Cc1ccc(NC(=S)N2CCN(S(C)(=O)=O)CC2)cc1Cl	5	8	0	2	-4	-6	-5	6
N#C/C=C\Oc1ccc(Cl)cc1N	-1	-12	-9	12	-1	-1	-6	-2
Cc1cc(Nc2ccc(N3CCOCC3)cc2)c2cccc(C)c2n1	0	1	-18	18	-11	-2	-2	5
Cc1cc(C)n2nc(SCC(=O)N(C)c3c(N)n(Cc4ccccc4)c(=O)[nH]c3=O)nc2n1	0	-17	-11	10	2	7	-5	9
N#Cc1ccc(S(=O)(=O)NCC(=O)OCC(=O)NCCc2ccccc2)cc1	1	6	-2	-1	3	-8	-4	0
O=C(CSC1=NS(=O)(=O)c2cc(Cl)ccc2N1)Nc1cccc(F)c1	1	0	16	-25	-4	-8	-3	-1
O=C(COC(=O)c1ccc(Cl)c(S(=O)(=O)NCc2ccccc2)c1)NC1CC1	1	-1	-1	-1	-13	8	-1	4
